ABCB1 block: blocks JC-1 efflux by human ABCB1 transporter | CCRF-Adr cells, flow cytometry | inhibition, % at 6.6 µM | 0.067% of 190,000 active | AID 1326 | P08183; in the data active means inhibition above about 40%;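 further: 0% = vehicle and 100% = reference inhibitor; higher value means more JC-1 retained so stronger ABCB1 efflux block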
RGS4-Gao reg: modulates binding of RGS4 to human Galphao; P09471; Multiplexed bead flow cytometry; actives lie on both sides; binding response (% of control), % at 10 µM; 0.33% of 220,000 active; AID 1415; in the data active means binding response below about 49% or above about 150%; inactive means in between;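 further: fluorescent Galphao activated with aluminum fluoride binding bead-coupled RGS4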
Target sequence (P09471 whole entry, looked up): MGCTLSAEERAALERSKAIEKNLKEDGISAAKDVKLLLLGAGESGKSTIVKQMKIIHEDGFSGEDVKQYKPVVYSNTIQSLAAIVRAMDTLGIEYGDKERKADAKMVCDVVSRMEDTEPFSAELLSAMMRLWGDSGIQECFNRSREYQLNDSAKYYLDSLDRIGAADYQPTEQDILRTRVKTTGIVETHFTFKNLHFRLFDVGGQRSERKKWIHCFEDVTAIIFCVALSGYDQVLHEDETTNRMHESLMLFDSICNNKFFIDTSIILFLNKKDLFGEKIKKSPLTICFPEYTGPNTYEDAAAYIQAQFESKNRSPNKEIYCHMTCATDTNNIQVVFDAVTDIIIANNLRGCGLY
ABCG2 inh: blocks JC-1 efflux by human ABCG2 transporter; Q9UNQ0; IgMXP3 cells, flow cytometry; inhibition, % at 6.6 µM; 0.1% of 190,000 active;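 active means inhibition above 80%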;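 further: 0% = DMSO and 100% = nicardipine control wells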
Target sequence (Q9UNQ0 whole entry, looked up): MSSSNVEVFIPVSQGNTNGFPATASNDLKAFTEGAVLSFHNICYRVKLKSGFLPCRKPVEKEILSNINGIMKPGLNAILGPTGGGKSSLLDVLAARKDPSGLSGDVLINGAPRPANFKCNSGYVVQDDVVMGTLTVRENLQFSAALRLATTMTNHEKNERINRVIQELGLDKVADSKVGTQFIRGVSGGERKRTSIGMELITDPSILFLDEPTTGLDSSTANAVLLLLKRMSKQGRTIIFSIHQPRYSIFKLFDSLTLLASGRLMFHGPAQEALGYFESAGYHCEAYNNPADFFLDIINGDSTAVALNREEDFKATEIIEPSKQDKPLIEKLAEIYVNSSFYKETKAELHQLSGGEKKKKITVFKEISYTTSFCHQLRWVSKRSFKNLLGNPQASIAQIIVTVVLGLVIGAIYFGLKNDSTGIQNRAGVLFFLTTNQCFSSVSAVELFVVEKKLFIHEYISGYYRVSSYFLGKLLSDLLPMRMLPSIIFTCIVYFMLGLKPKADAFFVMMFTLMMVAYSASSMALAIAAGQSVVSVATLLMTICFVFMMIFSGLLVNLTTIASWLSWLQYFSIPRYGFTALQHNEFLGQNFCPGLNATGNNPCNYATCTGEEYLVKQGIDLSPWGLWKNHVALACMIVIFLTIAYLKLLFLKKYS
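Test system: IgMXP3 (ABCG2) plus far-red-tagged CCRF-Adr (ABCB1) cells / Amount: 3 million cells/mL in well / Reagent: JC-1 transporter substrate / Timing: 10 min compound exposure, 25 °C / Signal: flow cytometry, 530 nm JC-1 signal / Read-out: percent efflux inhibition, scaled nicardipine 100% to DMSO 0% / Benchmarks: nicardipine as high control, DMSO as low control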
RGS8-Gao reg: modulates binding of RGS8 to human Galphao; 0.34% of 220,000 active; multiplexed bead flow cytometry; actives lie on both sides; AID 1423; response (percent of control binding), % at 10 µM; P09471; in the data active means response below about 60% or above about 140%; inactive means in between;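 further: Galphao activated as the GDP aluminium fluoride complex binding bead-coupled RGS8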
GSH bead fluor: compound fluoresces at 488/530 nm on GSH beads; fluorescence (KMESF) at 10 µM; GSH beads flow cytometry, compound fluorescence 488/530 nm; hits give high values; 0.25% of 190,000 active; in the data active means fluorescence above about 89;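 further: glutathione beads carrying GST-tagged Bcl family fusion proteins plus one bare bead set; values are compound well signal with DMSO vehicle wells as background; inactives centre near 16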
Bim-Mcl-1: disrupts Bim peptide binding to human Mcl-1. Q07820. Bead-based flow cytometry, Bim peptide-Mcl-1 binding. inhibition, % at 10 µM. 0.1% of 190,000 active. AID 1009; in the data active means inhibition above about 40%;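 further: 0% = no compound tracer wells and 100% = peptide blocker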
Mcl1 Noxa PPI: disrupts binding of human Mcl-1 to Noxa peptide; Q07820; TR-FRET Mcl-1/Noxa peptide binding, 2 h; inhibition, % at 21.7 µM; 1.5% of 220,000 active; AID 1022;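 active means compounds that cut the protein-peptide binding signal by more than 50% relative to plate controls in a single-dose test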;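 further: His-tagged Mcl-1 with rhodamine Noxa BH3 peptide and terbium anti-His antibody; 0% = Mcl-1 plus Noxa peptide wells and 100% = peptide-only wells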
Mcl1-Bid inh: disrupts binding of human Mcl-1 to Bid peptide; AID 1021; inhibition, % at 21.7 µM; 0.97% of 220,000 active; Q07820; TR-FRET Mcl-1/Bid-Dy647 peptide binding, 1536-well;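 active means compounds that cut the binding signal by more than half at the single screening dose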;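 further: His-tagged Mcl-1 with europium anti-His antibody binding Bid BH3 peptide; 0% = Mcl-1 plus peptide wells and 100% = peptide-only wells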
Avidin fluor: avidin bead compound fluorescence profile | 0.38% of 220,000 active | AID 1775 | Avidin beads, compound fluorescence 488/530 nm, flow cytometry; hits give high values | fluorescence (KMESF) at 10 µM; in the data active means fluorescence above about 47; further: inactives centre near 10
RGS7-Gao: human RGS7-Galphao interaction regulation | P09471 | 0.35% of 220,000 active | AID 1439 | binding response (% of control), % at 10 µM | Multiplexed bead flow cytometry, RGS7-Galphao binding; actives lie on both sides; in the data active means binding response below about 49% or above about 150%; inconclusive means no clear call, values can overlap the other calls; inactive means in between;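 further: fluorescent Galphao held in activated GDP-AlF4 state binding bead-coupled RGS7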
Pf gametocyte: inhibitors of late stage P. falciparum gametocyte viability. P. falciparum stage V gametocytes, ATP luminescence, 24 h. inhibition, % at 10.9 µM. 0.065% of 150,000 active;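 active means inhibition above the mean plus 3 SD of compounds within the control limits, set per campaign, cut at about 38% in these data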;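 further: 0% = DMSO wells and 100% = medium only without gametocytes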
Active calls of the source: *; ? = inconclusive; / = not tested or not shown. Not a hit list. Share with any hit: about 3.3%.

SMILES	ABCB1 block	RGS4-Gao reg	ABCG2 inh	RGS8-Gao reg	GSH bead fluor	Bim-Mcl-1	Mcl1 Noxa PPI	Mcl1-Bid inh	Avidin fluor	RGS7-Gao	Pf gametocyte
CCOc1ccc(-n2cc(C(=O)N3CCC(C)CC3)c3cc(OC)c(OC)cc3c2=O)cc1	1.3	92	4	96	15	2	10	-13	7	93	/
CCNC(=S)Nc1cc(OC)c(NC(=O)c2ccco2)cc1OC	0.6	99	3	100	16	0	2	-50	12	101	-5
S=c1[nH]nc(C(c2ccccc2)C2CCCCC2)o1 (stereo unspecified)	/	96	/	98	/	/	-6	-40	8	?	5
CC1(c2cccc([N+](=O)[O-])c2)CC(C)(C)N(C(=O)c2ccccc2)c2ccccc21 (stereo unspecified)	1.0	100	2	103	6	0	16	-16	2	101	19
O=P(CCCCCCCCCP(=O)(c1ccccc1)c1ccccc1)(c1ccccc1)c1ccccc1	2.7	99	3	95	31	1	6	19	8	94	/
O=C(c1ccc(Cl)cc1)N1CCN(C(=O)c2ccco2)CC1	0.3	96	1	97	4	1	-10	-19	8	98	8
CCOC(=O)C(NC(=O)CC)(Nc1ccccc1OC)C(F)(F)F (stereo unspecified)	0.2	109	1	105	11	0	0	-11	38	108	0
COc1ccc(NCc2n[nH]nc2-c2ccccc2)cc1Cl	0.1	104	9	102	38	-4	/	-42	11	98	-26
COc1cc(C(=O)NCC(=O)OCCN2C(=O)c3ccccc3C2=O)cc(OC)c1OC	0.4	98	1	100	11	0	-3	-52	6	91	2
CCOc1c(Cl)cnn(-c2ccc(C)cc2)c1=O	0.4	106	2	109	24	1	4	49	7	109	-10
CC(C)CNC(=O)COC(=O)c1cc(S(=O)(=O)N2CCCCC2)ccc1N1CCOCC1	0.3	95	0	98	20	-3	10	9	9	99	/
Nc1nc(-c2ccc(Br)cc2)cs1	0.4	110	6	100	8	2	19	-68	13	104	/
COC(=O)CSc1nnc(-c2cccnc2)n1C	0.8	99	1	99	25	0	6	-16	10	99	14
Cc1nn(Cc2cccc(F)c2)c(C)c1NC(=O)c1c(Cl)cnn1C	0.4	101	0	106	6	-2	5	-28	3	102	/
COc1ccc(Cl)cc1S(=O)(=O)N1CCCC1=O	0.1	102	4	99	8	0	9	-16	8	105	2
O=C(Nc1ncc(Cc2ccc(Cl)cc2Cl)s1)c1ccc([N+](=O)[O-])cc1	-0.3	102	0	104	11	-3	16	-4	13	104	-3
Cc1cc(S(=O)(=O)NCCN(C)C)c(C)s1	-0.2	99	3	99	27	-3	6	37	12	100	6
Cc1c(NC(=O)C23CC4CC(CC(C)(C4)C2)C3)c(=O)n(-c2ccccc2)n1C	-2.9	92	-2	100	23	-2	-5	-14	20	98	23
Clc1ccc(CNc2nnnn2-c2ccccc2)c(Cl)c1	0.3	88	14	88	38	-4	-8	-29	9	88	-11
Cc1ccccc1-n1c(SCc2c(C)noc2C)nnc1-c1ccncc1	0.6	99	0	96	33	0	18	-34	7	97	7
CCC1SC2=NC(C)=C(C(=O)OC)C(c3ccc(C)cc3)N2C1=O (stereo unspecified)	1.3	99	2	101	37	-4	/	-42	11	99	/
CC1(C)NC(=O)N(c2ccccc2Cl)C1(C)NO (stereo unspecified)	0.8	108	3	109	8	-3	-3	-7	11	100	/
Cc1ccccc1Nc1nc(N)nc(CSc2nc3ccccc3c(=O)n2CCCO)n1	0.6	83	6	96	11	-4	13	-7	11	85	7
COC(=O)c1ccc(N(C(=O)c2ccco2)C(C(=O)NC2CCCC2)c2ccco2)cc1 (stereo unspecified)	1.1	102	1	82	14	-2	-7	-9	15	98	19
CC(=O)Nc1ccc(S(=O)(=O)N2CCN(CC(O)COc3ccc4ccccc4c3)CC2)cc1 (stereo unspecified)	0.0	102	2	105	13	0	8	4	8	95	/

Sorted by SMILES length (low to high): some entries from above.
SMILES	ABCB1 block	RGS4-Gao reg	ABCG2 inh	RGS8-Gao reg	GSH bead fluor	Bim-Mcl-1	Mcl1 Noxa PPI	Mcl1-Bid inh	Avidin fluor	RGS7-Gao	Pf gametocyte
COC(=O)CSc1nnc(-c2cccnc2)n1C	0.8	99	1	99	25	0	6	-16	10	99	14
COc1ccc(Cl)cc1S(=O)(=O)N1CCCC1=O	0.1	102	4	99	8	0	9	-16	8	105	2
CCOc1ccc(-n2cc(C(=O)N3CCC(C)CC3)c3cc(OC)c(OC)cc3c2=O)cc1	1.3	92	4	96	15	2	10	-13	7	93	/
CC(=O)Nc1ccc(S(=O)(=O)N2CCN(CC(O)COc3ccc4ccccc4c3)CC2)cc1 (stereo unspecified)	0.0	102	2	105	13	0	8	4	8	95	/

Carrying on.
SMILES	ABCB1 block	RGS4-Gao reg	ABCG2 inh	RGS8-Gao reg	GSH bead fluor	Bim-Mcl-1	Mcl1 Noxa PPI	Mcl1-Bid inh	Avidin fluor	RGS7-Gao	Pf gametocyte
CC(C)Cn1c(SCC(=O)Nc2ncccn2)nc2ccccc21	0.6	103	0	102	15	0	15	-33	14	103	3
Clc1ccc(C2=C3CCCCn4c(-c5ccccc5)c[n+](c43)C2)cc1	1.2	111	8	100	15	-1	4	-17	17	111	/
CCC1CCC(C(=O)NC(CCSC)C(=O)NCCN(CC(C)C)CC(C)C)CC1 (stereo unspecified)	1.1	108	1	103	12	1	3	-43	10	109	-9
COc1ccc(C(=O)N[C@H](C(=O)NCC2CCCCC2)C(C)C)cc1	2.0	96	3	99	24	-6	-7	-5	11	100	/
O=C(Nc1ccccc1C(=O)NC1CCCCC1)c1ccco1	0.0	98	18	102	19	-2	27	-6	6	101	/
CC(=O)C1=C(O)C(=O)N(CCCCCC(=O)O)C1c1ccc(N(C)C)cc1 (stereo unspecified)	1.1	100	13	101	26	-9	9	-5	11	101	7
COCc1[nH][nH]c(=O)c1C=Nc1ccc(F)cc1F	-0.7	102	24	101	31	-6	-5	-24	12	100	/
CN(Cc1ccccc1)c1ncnc(N)c1[N+](=O)[O-]	0.2	96	2	100	19	-2	-14	2	10	95	/
NC(=O)C(C(=O)/C=C/c1ccc(Cl)cc1)=C1SCCS1	/	100	/	101	/	/	11	-43	9	?	0
NNC(=O)c1ccc(NS(=O)(=O)c2ccc(Br)cc2)cc1	/	104	/	102	/	/	1	-14	7	?	-3
CN(C)c1nc(C(=O)OCCO)nc(N(C)C)n1	0.6	100	1	100	23	0	15	-2	8	98	-1
CCCCn1c(=O)n(CC(=O)Nc2ccc(OC)c(Cl)c2)c(=O)c2c1nc(CO)n2CCC	0.6	103	11	97	39	-2	8	2	14	103	/
Clc1ccc(-c2nnc(SCc3ccon3)o2)c(Cl)c1	0.4	114	5	114	36	-4	14	14	7	118	/
COc1ccc(CC2S/C(=C(\C#N)C(=O)NCc3ccco3)N(c3ccc(C)cc3)C2=O)cc1 (stereo unspecified)	0.7	107	4	105	15	-1	13	2	8	107	-8
O=C(CSc1nc(C2CCCCC2)n(-c2ccccc2)n1)NCC(F)(F)F	1.2	109	23	110	11	0	2	6	7	110	11
CCN(CC1COc2ccccc2O1)S(=O)(=O)c1ccc(C)cc1 (stereo unspecified)	0.5	101	6	99	9	3	5	-1	14	102	4
CC1(C)CC2(CC(c3ccccc3)c3ccc(O)cc3O2)NC(=S)N1 (stereo unspecified)	0.0	101	1	102	10	4	5	-64	11	103	2
Cc1ccccc1S(=O)(=O)Nc1cccnc1	-0.7	103	-1	101	15	2	9	1	24	103	-6
O=C(C1=C[C@H](c2ccccc2)C[C@H](OCc2ccc(CO)cc2)O1)N1CCN(Cc2ccc3c(c2)OCO3)CC1	0.6	89	1	94	19	0	-2	-1	4	88	/
CC(C)c1ccccc1-n1cc[nH]c1=S	0.0	107	0	105	10	-1	-6	-25	24	107	10
COc1ccc(C2CC(=O)N(CC(=O)NCC3CCCO3)c3ccccc3S2)cc1 (stereo unspecified)	0.1	99	0	98	11	0	-5	15	10	102	10
COc1ccc(NS(=O)(=O)c2cccc(N3CC(O)=C(c4ccccc4)C3=N)c2)cc1	-1.5	102	1	98	11	-7	12	-21	11	100	-5
Cc1cc(OCC(=O)Nc2ccc(CN3CCCCC3)cc2)ccc1Cl	0.2	100	7	99	14	-2	9	-1	11	96	-18
CCOC(=O)N1CCN(C(=O)CCn2nc(-c3ccc(Cl)cc3)ccc2=O)CC1	0.6	93	2	95	35	-1	1	-16	9	91	/
COc1ccccc1NC(=S)N1C2CCC1CC(NC(=O)NC13CC4CC(CC(C4)C1)C3)C2 (stereo unspecified)	-1.1	92	-3	94	8	-1	-12	-77	14	103	/
SMILES	ABCB1 block	RGS4-Gao reg	ABCG2 inh	RGS8-Gao reg	GSH bead fluor	Bim-Mcl-1	Mcl1 Noxa PPI	Mcl1-Bid inh	Avidin fluor	RGS7-Gao	Pf gametocyte
COc1ccccc1N(CC(=O)NCC1CCCO1)C(=O)CNS(=O)(=O)c1ccc(C)cc1 (stereo unspecified)	0.1	106	1	99	18	0	-2	-6	20	104	/
Cn1c(=O)c2c(nc3sccn32)n(C)c1=O	0.3	111	6	107	63	-3	14	-22	7	108	/
Cc1nn(-c2ccccc2)c(Cl)c1C(=O)NCC(C)C	-0.1	103	3	101	21	-3	-6	-20	23	99	-6
O=C(O)C1Cc2c([nH]c3ccccc23)C(c2ccc3c(c2)OCO3)N1 (stereo unspecified)	0.1	109	2	101	9	0	8	-32	16	100	13
CCN(CC(=O)NCc1ccc(F)cc1)Cc1nc2cc(Cl)ccc2c(=O)[nH]1	1.1	107	3	100	19	1	-17	-54	4	102	/
Cn1c(/C(C#N)=C(\O)CN2CCN(Cc3ccccc3)CC2)nc2ccccc21	0.9	99	12	99	40	-3	14	-5	12	98	/
O=C(c1ccc(Cl)cc1)N1CCCC(C(=O)N2CCN(c3ccccc3)CC2)C1 (stereo unspecified)	/	117	/	106	/	/	-23	-41	5	?	3
COc1ccc(S(=O)(=O)Nc2nc3c(s2)CCCC3)cc1	-0.5	94	-3	96	12	0	1	-22	21	93	19
COc1cc(OC)cc(C(=O)N[C@H](C(=O)OCC(=O)Nc2ccc(C)cc2C)C(C)C)c1	0.8	97	2	101	9	-4	15	2	2	98	-13
COc1ccc(CONc2ncnc3nonc23)cc1[N+](=O)[O-]	0.3	95	6	97	14	-3	-5	3	12	95	/
CC1CC2(CCCCC2)Nc2c1ccc1ccccc21 (stereo unspecified)	0.9	100	7	102	11	-1	38	37	22	99	/
COC(C[C@@H]1O[C@@H]1[C@@H](O)[C@@H](C)OCc1ccccc1)OC	/	107	/	105	/	/	0	-7	10	?	/
O=C(CN1C(=O)S/C(=C\C=C\c2ccccc2)C1=O)N1CCOCC1	/	104	/	104	/	/	4	-12	7	?	-10
CNC(=O)N(O)C1N(c2ccccc2)C(=S)SC1(C)C (stereo unspecified)	0.0	99	-1	102	8	0	8	-19	4	101	16
O=C(Cn1nnc(-c2ccccc2Cl)n1)N/N=C/c1ccc(-c2cccc(Cl)c2)o1	-0.9	94	-4	99	9	1	10	3	7	98	-6
COC(=O)c1sccc1NC(=O)C1CC(C)=C(C)CC1C(=O)O (stereo unspecified)	/	101	/	104	/	/	-6	-12	5	?	11

Source: PubChem (several laboratories)
